# Screening data (PubChem)
# TMEM16A act – activates or potentiates the mouse TMEM16A chloride channel | Q8BHY3 | HEK293 TMEM16A/YFP-H148Q/I152L, iodide quench fluorescence; active compounds read low | B-score at 10 µM | 0.3% of 340,000 active;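 active = fluorescence-ratio B-score plate-corrected deviation score at least 3 library SD below zero, with starting fluorescence score within 5 deviations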;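 also: channel opened by trigger with iodide after compound preincubation; score built on the fluorescence ratio of max minus min over baseline; more negative score means more quench and so TMEM16A activation or potentiation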
# Target sequence (Q8BHY3 whole entry, looked up): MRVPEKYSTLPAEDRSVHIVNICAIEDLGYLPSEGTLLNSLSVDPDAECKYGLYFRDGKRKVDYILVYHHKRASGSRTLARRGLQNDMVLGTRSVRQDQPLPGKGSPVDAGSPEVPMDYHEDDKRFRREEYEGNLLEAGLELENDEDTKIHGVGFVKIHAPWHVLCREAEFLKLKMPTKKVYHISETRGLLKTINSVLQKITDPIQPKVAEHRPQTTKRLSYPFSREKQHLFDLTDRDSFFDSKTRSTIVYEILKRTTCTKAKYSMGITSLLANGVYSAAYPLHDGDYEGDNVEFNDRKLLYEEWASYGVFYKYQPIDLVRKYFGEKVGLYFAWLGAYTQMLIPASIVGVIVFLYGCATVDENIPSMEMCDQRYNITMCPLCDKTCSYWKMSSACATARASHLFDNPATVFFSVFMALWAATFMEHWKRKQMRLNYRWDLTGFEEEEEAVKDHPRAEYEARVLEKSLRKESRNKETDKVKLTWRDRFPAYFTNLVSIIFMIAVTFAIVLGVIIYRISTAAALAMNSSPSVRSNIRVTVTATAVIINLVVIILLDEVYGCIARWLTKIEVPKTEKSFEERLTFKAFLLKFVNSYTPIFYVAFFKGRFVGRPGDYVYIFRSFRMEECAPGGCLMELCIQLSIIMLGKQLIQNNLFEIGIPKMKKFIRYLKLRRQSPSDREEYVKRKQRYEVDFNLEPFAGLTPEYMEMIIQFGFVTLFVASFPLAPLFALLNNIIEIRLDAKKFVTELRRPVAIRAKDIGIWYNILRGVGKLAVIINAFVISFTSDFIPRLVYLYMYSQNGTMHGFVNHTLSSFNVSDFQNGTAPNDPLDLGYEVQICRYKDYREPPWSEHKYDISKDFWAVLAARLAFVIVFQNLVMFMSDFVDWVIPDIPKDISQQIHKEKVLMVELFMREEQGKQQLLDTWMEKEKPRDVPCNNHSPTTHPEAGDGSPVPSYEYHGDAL
# KCNQ1 pot – human KCNQ1 channel potentiation or activation; CHO-K1 KCNQ1, thallium flux FluxOR fluorescence; active compounds read high; AID 2648; 0.35% of 310,000 active; B-score at 10 µM; P51787;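 active = fluorescence ratio B-score, a plate-corrected score, at least three library SD, with initial intensity B-score within 5 SD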
#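 Assay system: CHO-K1 cells stably expressing KCNQ1. Medium: assay buffer for compound exposure, DMSO matched across wells. Timing: 37 °C overnight plating, 90-min dark dye load, 20-min compound pretreatment. Signal: kinetic FluxOR fluorescence, 10 s baseline plus 110 s post-stimulus.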
# TRPC4 PAM – allosteric potentiators of mouse TRPC4 channel; HEK293 TRPC4beta/mu-opioid, DAMGO EC20, Fluo-4 Ca2+ flux; active compounds read high; B-score at 10 µM; 0.42% of 310,000 active; Q9QUQ5;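 active = B-score of calcium response area above 5 SD of library B-scores, with initial fluorescence ratio within 5 SD of library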;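 also: B-score of integrated fluorescence ratio over time as area under calcium response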
# HDAC3 inhib – blocks human histone deacetylase 3. O15379. recombinant HDAC3, fluorogenic peptide/trypsin coupled, fluorescence. inhibition, % at 8.3 µM. 0.15% of 320,000 active; in the data active = inhibition above about 26%, passing the limit was not always enough
# KCNK3 inh – human KCNK3 channel inhibition, primary screen. O14649. CHO-KCNK3 thallium flux, FluxOR fluorescence; active compounds read low. B-score at 10 µM. 0.84% of 340,000 active;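 active = B-score under library mean minus 4 SD, starting fluorescence ratio at most library mean plus 5 SD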;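 also: more negative B-score means stronger inhibition of thallium flux through KCNK3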
# KCNK9 inh – human KCNK9 channel inhibition | 1.2% of 310,000 active | B-score at 10 µM | HEK293 KCNK9, FluxOR thallium flux fluorescence; active compounds read low | AID 488922;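 active = ratio B-score over 3 SD below the library mean, with starting fluorescence within 5 SD of its mean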;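 also: negative B-score means less thallium flux so channel inhibition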
# KCNQ1 inh – blocks the human KCNQ1 potassium channel; P51787; CHO-K1 KCNQ1, FluxOR thallium flux fluorescence; active compounds read high; B-score at 10 µM; 1.3% of 310,000 active;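 active = compounds whose thallium flux B-score, printed positive for inhibition, exceeds three library SD while starting fluorescence stays within three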;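 also: channel opened by potassium depolarization with thallium stimulus after 20 min compound exposure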
# Dyrk1A ADPGlo – inhibitors of rat Dyrk1A kinase; Q63470; ADP-Glo luminescence, NFATc1 peptide; inhibition, % at 12.5 µM; 0.43% of 310,000 active; AID 504441; in the data active = inhibition above about 50%;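 also: plate controls were vehicle with enzyme for no effect and no enzyme for full effect; many of its hits are not listed in these tables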
# TMEM16A inh – blocks the mouse calcium-activated chloride channel TMEM16A; normalized B-score (activity score, 25-100; higher = stronger inhibition) at 10 µM; Q8BHY3; HEK293 TMEM16A/YFP iodide influx fluorescence, ionomycin; 1.2% of 310,000 active;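 active = ratio plate-corrected score three or more library SD toward inhibition, starting fluorescence score within five deviations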;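 also: score derived from kinetic fluorescence span divided by baseline fluorescence per well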
# TRPC4 agonist – activators of mouse TRPC4 channel | Q9QUQ5 | HEK293 TRPC4beta/mu-opioid, Fluo4 calcium fluorescence; active compounds read high | B-score at 10 µM | 0.49% of 310,000 active | AID 2237;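 active = B-score above 5 SD of library B-scores, and initial fluorescence ratio not above library mean plus 5 SD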;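 also: positive B-score marks a calcium rise read as TRPC4 activation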
#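 system = HEK293 cells stably co-expressing mouse TRPC4beta and mu-opioid receptor | schedule = Fluo4 dye loading 45 min at room temperature, 110 s recording | measure = B-scored integrated calcium fluorescence ratio | signal = Fluo4 calcium-sensitive dye fluorescence, kinetic, 1 Hz baseline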
# hERG rescue – compounds protecting human hERG from proarrhythmic drug block; Q12809; CHO-hERG, FluxOR thallium flux, dofetilide IC70 present; activation (rescue from dofetilide block), less the hit threshold, % at 10 µM; 0.51% of 310,000 active;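 active = activation above the mean of controls blocked by dofetilide plus 5 SD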;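 also: thallium influx through hERG after potassium depolarization seen as dye fluorescence rise; in these data hits start at about 4.7%; inactives centre near -7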
# * hit, by the source's call; i = inactive; / = no result given.
# Below each SMILES: TMEM16A act | KCNQ1 pot | TRPC4 PAM | HDAC3 inhib | KCNK3 inh | KCNK9 inh | KCNQ1 inh | Dyrk1A ADPGlo | TMEM16A inh | TRPC4 agonist | hERG rescue
1	NC(N)=NCC(O)CN(c1ccccc1)c1ccccc1 (configuration not stated)
  i | i | i | 5.9 | i | i | i | / | i | i | -9.7
2	CN(C)C(CNC(=O)c1ccc(NS(=O)(=O)c2ccc(F)cc2)cc1)c1ccco1 (configuration not stated)
  i | i | i | 8.3 | i | i | i | -1.1 | i | i | -10.5
3	O=C(CN1C(=O)COc2ccccc21)NCCCN1CCCCC1
  i | i | i | -1.2 | i | i | i | -5.6 | i | i | -2.0
4	Cc1ccc(-n2c(C)cc(C(=O)CSc3nnc4ccccn34)c2C)cc1
  i | i | i | 3.7 | i | i | i | -6.9 | i | i | -6.0
5	Cc1ccc(SCCC(=O)N2CCCC2)cc1
  i | i | i | -5.1 | i | i | i | 0.4 | i | i | -4.9
6	O=Cc1ccc(OCC(=O)Nc2ccccc2C(F)(F)F)cc1
  i | i | i | 3.7 | i | i | i | 0.0 | i | i | -4.9
7	N#Cc1cnn2c(-c3ccc(Cl)cc3Cl)ccnc12
  i | i | i | -8.5 | i | i | i | -0.4 | i | i | -2.8
8	Cc1cccn2c(=O)c(/C=C(\C#N)S(=O)(=O)c3ccccc3)c(N3CCN(c4ccccc4)CC3)nc12
  i | i | i | -1.1 | i | i | i | -2.8 | i | i | -10.8
9	Cc1nnc(NC(=O)CSc2nc3c(c(=O)n2CCc2ccccc2)SC(C)C3)s1 (configuration not stated)
  i | i | i | 1.6 | i | i | i | -2.3 | i | i | -9.6
10	COc1ccc(-c2cc(C(=O)NCCc3ccccc3)no2)cc1OC
  i | i | i | 1.7 | i | i | i | 2.6 | i | i | -5.2
11	CCC(C)n1c(SCC(=O)NC2CCCC2)nc2ccccc2c1=O (configuration not stated)
  i | i | i | 5.4 | i | i | i | 2.3 | i | i | -14.9
12	CC(Oc1ccc2c3c(c(=O)oc2c1)CCC3)C(=O)NCC1CCC(C(=O)O)CC1 (configuration not stated)
  i | i | i | -7.2 | i | i | i | 4.9 | i | i | -10.2
13	Cc1ccc(S(=O)(=O)N(Cc2ccc(Cl)cc2)c2ccccc2C(=O)O)cc1
  i | i | i | -0.4 | i | i | i | 11.8 | i | i | -8.4
14	N#Cc1c(NCCCO)nc(-c2ccccc2)c2c1CCCC2
  i | i | i | -30.0 | i | i | i | 21.9 | i | 49* | 0.3
15	CC(=NCc1ccccc1)C1=C(O)COC1=O
  i | i | i | -1.1 | i | i | i | 10.1 | i | i | -8.4
16	Cn1c(=O)c2c(SCC(=O)N3CCCc4ccccc43)nc(C3CC3)nc2n(C)c1=O
  i | i | i | -7.8 | i | i | i | -4.5 | i | i | -7.4
17	CC1CC2(CCCCC2)N2C(=O)C(=O)c3cccc1c32 (configuration not stated)
  i | i | i | 10.1 | i | i | i | 6.4 | i | i | -6.4
18	CCC(C)(C)NC(=O)c1ccc2c(c1)N(CC(=O)NC1CCCC1)C(=O)C(C)(C)O2
  i | i | i | 1.2 | i | i | i | -8.3 | i | i | -7.3
19	Clc1cccc(CN2CCN(c3ncccn3)CC2)c1Cl
  i | i | i | 0.7 | i | i | i | 1.0 | i | i | -1.4
20	CC(C)(C)NC(=O)C1CCCN(S(=O)(=O)c2ccc(-n3cnnn3)cc2)C1 (configuration not stated)
  i | i | i | 2.1 | i | i | i | -5.7 | i | i | -11.1

# Quoted from above, nos. 7–19
# Below each SMILES: TMEM16A act | KCNQ1 pot | TRPC4 PAM | HDAC3 inhib | KCNK3 inh | KCNK9 inh | KCNQ1 inh | Dyrk1A ADPGlo | TMEM16A inh | TRPC4 agonist | hERG rescue
7	N#Cc1cnn2c(-c3ccc(Cl)cc3Cl)ccnc12
  i | i | i | -8.5 | i | i | i | -0.4 | i | i | -2.8
8	Cc1cccn2c(=O)c(/C=C(\C#N)S(=O)(=O)c3ccccc3)c(N3CCN(c4ccccc4)CC3)nc12
  i | i | i | -1.1 | i | i | i | -2.8 | i | i | -10.8
9	Cc1nnc(NC(=O)CSc2nc3c(c(=O)n2CCc2ccccc2)SC(C)C3)s1 (configuration not stated)
  i | i | i | 1.6 | i | i | i | -2.3 | i | i | -9.6
10	COc1ccc(-c2cc(C(=O)NCCc3ccccc3)no2)cc1OC
  i | i | i | 1.7 | i | i | i | 2.6 | i | i | -5.2
11	CCC(C)n1c(SCC(=O)NC2CCCC2)nc2ccccc2c1=O (configuration not stated)
  i | i | i | 5.4 | i | i | i | 2.3 | i | i | -14.9
12	CC(Oc1ccc2c3c(c(=O)oc2c1)CCC3)C(=O)NCC1CCC(C(=O)O)CC1 (configuration not stated)
  i | i | i | -7.2 | i | i | i | 4.9 | i | i | -10.2
13	Cc1ccc(S(=O)(=O)N(Cc2ccc(Cl)cc2)c2ccccc2C(=O)O)cc1
  i | i | i | -0.4 | i | i | i | 11.8 | i | i | -8.4
14	N#Cc1c(NCCCO)nc(-c2ccccc2)c2c1CCCC2
  i | i | i | -30.0 | i | i | i | 21.9 | i | 49* | 0.3
15	CC(=NCc1ccccc1)C1=C(O)COC1=O
  i | i | i | -1.1 | i | i | i | 10.1 | i | i | -8.4
16	Cn1c(=O)c2c(SCC(=O)N3CCCc4ccccc43)nc(C3CC3)nc2n(C)c1=O
  i | i | i | -7.8 | i | i | i | -4.5 | i | i | -7.4
17	CC1CC2(CCCCC2)N2C(=O)C(=O)c3cccc1c32 (configuration not stated)
  i | i | i | 10.1 | i | i | i | 6.4 | i | i | -6.4
18	CCC(C)(C)NC(=O)c1ccc2c(c1)N(CC(=O)NC1CCCC1)C(=O)C(C)(C)O2
  i | i | i | 1.2 | i | i | i | -8.3 | i | i | -7.3
19	Clc1cccc(CN2CCN(c3ncccn3)CC2)c1Cl
  i | i | i | 0.7 | i | i | i | 1.0 | i | i | -1.4

# Printed as active in TRPC4 agonist, of those listed so far:
nr | canonical_smiles | TMEM16A act | KCNQ1 pot | TRPC4 PAM | HDAC3 inhib | KCNK3 inh | KCNK9 inh | KCNQ1 inh | Dyrk1A ADPGlo | TRPC4 agonist
14 | N#Cc1c(NCCCO)nc(-c2ccccc2)c2c1CCCC2 | i | i | i | -30.0 | i | i | i | 21.9 | 49*

# (further entries)
# Below each SMILES: TMEM16A act | KCNQ1 pot | TRPC4 PAM | HDAC3 inhib | KCNK3 inh | KCNK9 inh | KCNQ1 inh | Dyrk1A ADPGlo | TMEM16A inh | TRPC4 agonist | hERG rescue
21	O=C(CN1CCN(c2ccccc2)CC1)NCc1ccc(F)cc1
  i | i | i | -3.9 | i | i | i | -2.3 | i | i | -3.0
22	CCCCN(CC)S(=O)(=O)c1ccccc1
  i | i | i | -9.2 | i | i | i | -4.2 | i | i | -10.1
23	CCc1ccc(NC(=O)C2CCCN(S(=O)(=O)c3cnc[nH]3)C2)cc1 (configuration not stated)
  i | i | i | 4.5 | i | i | i | 2.1 | i | i | -10.4
24	O=C(N/N=C/c1ccccn1)c1ccc(Br)o1
  i | i | i | 0.8 | i | i | i | 42.6 | i | i | -7.3

# This is a subset; count on the stated rates, not on these rows.
